DPM-DC inhibit = S. pneumoniae DPM-DC inhibitors, primary screen, biochemical, PK/LDH-coupled NADH fluorescence | diphosphomevalonate decarboxylase (Streptococcus pneumoniae D39) | purified DPM-DC | calls only at 10 µM | 65,000 compounds, 0.49% hits;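 active = the 320 compounds with the highest percent inhibition in the single-dose primary screen, excluding strongly autofluorescent ones, cut at about 32% in these data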;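 also: kinetic rate of NADH fluorescence loss reporting ADP formed by the decarboxylase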
PMK inhibit = S. pneumoniae PMK inhibitors, primary screen, biochemical, mevalonate pathway, pilot trial included; 65,000 compounds, 0.49% hits; inhibition, % at 10 µM; phosphomevalonate kinase (Streptococcus pneumoniae D39); purified PMK, PK/LDH-coupled NADH absorbance 340 nm;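 active = top-ranked compounds by inhibition in the single 10 µM screen, taking a fixed number of the strongest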;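 also: 0% = full reaction with DMSO carrier and 100% = background rate without enzyme reaction; no value below 0 was filed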
HPDE-C7 cytotoxicity = cytotoxicity in HPDE-C7 cells, cell-based, fluorescence, HTS (AID 430). HPDE-C7 pancreatic duct cells viability, fluorescence; higher % means a stronger effect. one-dose cytotoxicity, % at 10 µM; EC50 in µM for titrated hits. 63,000 compounds, 1.8% hits;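 also: cells exposed to compound for 48 hours before viability readout; 0% = vehicle and 100% = reference cytotoxic drug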
HPDE-C7K KRASV12 = cytotoxicity in KRAS-transformed pancreatic duct cells, primary screen, cell-based, fluorescence, HTS (AID 431) | HPDE-C7K KRASV12 cells, Alamar Blue viability, 48 h; higher % means a stronger effect | cytotoxicity, % at 10 µM; hits with a dose series show EC50 in µM | 63,000 compounds, 1.7% hits;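 active = compounds whose percent cytotoxicity in the single-dose primary screen, scaled between solvent and toxic-drug controls, exceeds 50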;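 also: 0% = DMSO solvent wells and 100% = doxorubicin-treated wells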
LYP phosphatase = LYP phosphatase inhibitors, primary screen, biochemical, DiFMUP fluorescence, recombinant catalytic domain, 10 µM (AID 606); recombinant LYP catalytic domain, DiFMUP fluorescence; higher % means a stronger effect; 52,000 tested, under 10 active; inhibition, % at 10 µM, or IC50 in µM where a hit was titrated; Tyrosine-protein phosphatase non-receptor type 22 (Homo sapiens);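 active = IC50 under 40 µM in the dose-response test; inactive = IC50 of 40 µM or more, or never dose-tested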
Spn MK inh = S. pneumoniae MK inhibitors, primary screen, biochemical, PK/LDH-coupled NADH absorbance | 65,000 compounds, 0.48% hits | inhibition, % at 10 µM | purified MK, PK/LDH-coupled NADH absorbance 340 nm | mevalonate kinase [Streptococcus pneumoniae D39];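 active = ranked among the strongest by inhibition in the single 10 µM screen, a fixed top-ranked set picked for dose follow-up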; also: no value below 0 was filed
Bfl-1 displacement = Bfl-1 inhibitors, primary screen, biochemical, fluorescence polarization, FITC-Bid, mouse (AID 432); Bcl-2-related protein A1 (Mus musculus); FITC-Bid BH3 peptide fluorescence polarization displacement; higher % means a stronger effect; one-dose displacement, % at 20 µM; IC50 in µM for titrated hits; 64,000 compounds, 0.02% hits; in the data active = a potency from the dose series; inactive = the rest, 99 in 100 with displacement below about 15%; also: strong numbers were not always called active
Alkaline phosphatase = human TNAP enzyme inhibitors, biochemical, luminescent (AID 518); Alkaline phosphatase, tissue-nonspecific isozyme (Homo sapiens); purified TNAP enzyme, luminescent substrate readout; higher % means a stronger effect; inhibition, % at 20 µM; hits with a dose series show IC50 in µM; 64,000 compounds, 0.09% hits; in the data active = a potency from the dose series; inactive = the rest, 99 in 100 with inhibition below about 22%;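 also: plate controls were vehicle for no effect and reference inhibitor for full effect; many of its hits are not listed in these tables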
HT1080 viability = cytotoxicity in HT1080 fibrosarcoma cells, cell-based, fluorescence readout (AID 620); HT1080 viability, fluorescence; higher % means a stronger effect; one-dose cytotoxicity, % at 10 µM; EC50 in µM for titrated hits; 87,000 compounds, 0.42% hits;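 also: cells exposed to compound overnight then 4 h with Alamar Blue; 0% = vehicle DMSO and 100% = killing control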
PMK inhibit pilot replicates = second read-out of PMK inhibit, no call of its own (marks repeat the call); inhibition, %; measured here: pilot screen replicates
Spn MK inh pilot replicates = recorded beside Spn MK inh, whose call it bears; inhibition, %; measured here: pilot screen replicates
DPM-DC inhibit pilot screen % = further read-out of DPM-DC inhibit, marked with its call; inhibition, %; measured here: pilot screen trials
* marks the source's active call; other numbers are inactive results; i = inactive; / = not tested or not shown. Rule as the data show it, unless noted: active = cytotoxicity above about 50%; inactive = the rest.

SMILES	DPM-DC inhibit	PMK inhibit	HPDE-C7 cytotoxicity	HPDE-C7K KRASV12	LYP phosphatase	Spn MK inh	Bfl-1 displacement	Alkaline phosphatase	HT1080 viability	others
CSc1nnc2c3cc(F)ccc3n(Cc3ccccc3)c2n1	i	11	-36%	-14%	11%	11	3%	-1%	25%
COc1ccccc1NC(=O)N1CCN(c2ccccn2)CC1	i	0	-12%	-6%	1%	5	-2%	10%	-2%
CCOC(=O)c1c(NC(=O)CNCCO)sc(C)c1C	i	12	0%	3%	3%	9	-2%	-13%	0%
CCCCOC(=O)CSC1=C(C#N)C(c2ccccc2OCC)C(C#N)C(=O)N1 (configuration not stated)	i	17	5%	4%	/	9	2%	14%	-13%
CCc1cc(C(=O)Cc2nc3ccccc3[nH]2)c(O)cc1O	i	12	9%	20%	8%	10	1%	3%	-4%
Nc1nc(Nc2ccccc2Br)nc(C(F)(F)F)n1	i	9	0%	8%	/	4	1%	7%	-1%
O=C(NCc1ccccc1)NS(=O)(=O)c1ccccc1Cl	i	1	-9%	-2%	19%	19	-4%	-3%	12%
O=C(c1cccc(Cl)c1)N1CCN(Cc2ccncc2)CC1	i	21	-18%	4%	7%	23	4%	5%	-6%	PMK inhibit pilot replicates=0.0;Spn MK inh pilot replicates=0.0;DPM-DC inhibit pilot screen %=0.0
COC(=O)c1ccccc1COn1c(=O)c[n+]([O-])c2ccccc21	i	0	-1%	-4%	-8%	6	0%	18%	7%
CSc1nnc(NC(=O)c2cc3ccccc3oc2=O)s1	i	0	-6%	-5%	-6%	0	-8%	-1%	0%
COC(=O)c1c(NC(=O)CSc2nnnn2C)sc(C)c1C	i	23	0%	0%	6%	6	-7%	7%	0%	PMK inhibit pilot replicates=0.5;Spn MK inh pilot replicates=0.5;DPM-DC inhibit pilot screen %=1.0
COc1cc(C(=O)Nc2cccc(-c3nc4cc(C)cc(C)c4o3)c2)cc(OC)c1OC	i	0	-14%	6%	/	8	-11%	4%	8%
CC(C)(C)C(=O)NC1CCN(S(=O)(=O)c2cccc(C(F)(F)F)c2)CC1	i	18	-14%	-26%	5%	0	3%	3%	-8%
CCOCc1nnc(NC(=O)CSCc2ccccc2)s1	i	18	-3%	0%	5%	10	2%	8%	-12%
CCNC(=O)N1C(=O)C2(OCCO2)c2cc(Br)ccc21	i	12	-2%	-13%	4%	9	-10%	11%	6%
O=C(O)c1ccc(COCC(F)(F)C(F)F)o1	i	1	4%	7%	1%	10	1%	8%	4%
COc1ccccc1NC(=O)CN1CCC(n2nnc3cc(F)ccc32)CC1	i	14	-9%	-3%	-3%	0	0%	11%	-4%
C1CCC(CNc2c3c(nc4nnnn24)CCCC3)CC1	i	0	-3%	10%	/	9	-2%	22%	0%
COC(=O)C1CCN(C(=O)c2ccc(SC)cc2OC)CC1	i	15	6%	1%	14%	4	-1%	17%	2%
Cc1cc(Nc2ccccc2)nn1C(=O)c1ccccc1	i	15	0%	4%	14%	0	-6%	5%	-2%
O=C(NCCN1CCN(c2ccccc2)CC1)c1cccc(Br)c1	i	17	12%	28%	9%	9	-9%	9%	8%
COc1ccc(-n2nc3cc(C)c(NC(=O)CC(C)C)cc3n2)cc1	/	7	-9%	8%	2%	5	-6%	10%	0%
CCN(CCCNC(=O)CCn1c(=O)[nH]c2ccccc2c1=O)c1cccc(C)c1	i	7	-22%	-15%	3%	6	2%	20%	4%
O=C(CCCOc1ccccc1)Nc1ccc2c(c1)OCCO2	i	4	10%	3%	-6%	5	-6%	11%	-8%
COc1ccc(NS(=O)(=O)c2ccc(SC)cc2)cc1	i	1	-4%	-8%	1%	5	-3%	12%	/
CC1Oc2ccccc2N(CC(=O)N2CCc3ccccc32)C1=O (configuration not stated)	i	14	2%	8%	-1%	8	-1%	14%	-1%
O=C(NCC1CCCCC1)C1CCN(C(=O)NC2CCCCC2)CC1	i	13	-1%	-12%	7%	3	-6%	-9%	-7%
Cc1cc2cc(CNC(=O)CCC(=O)O)ccc2[nH]1	i	11	-6%	-14%	/	0	-7%	14%	2%
N#Cc1nc(Cc2cccc3ccccc23)oc1NCc1ccco1	i	13	58%*	63%*	/	8	0%	14%	-14%
Cc1cc(C)n(-c2ccc(C(=O)OCC(=O)c3ccc(Br)s3)cc2)n1	i	19	-14%	-5%	/	3	3%	3%	-7%
Cc1oc(-c2cccc(Cl)c2)nc1CN1CCC(C(=O)NCC2CCCO2)CC1 (configuration not stated)	i	11	24%	21%	2%	4	-8%	2%	3%
CC1(C)Cc2c(sc3ncnc(N)c23)CO1	i	8	-4%	0%	0%	10	-4%	2%	-4%	PMK inhibit pilot replicates=4.0;Spn MK inh pilot replicates=0.0;DPM-DC inhibit pilot screen %=1.0
O=C(CC1Oc2ccccc2NC1=O)NCc1ccccc1 (configuration not stated)	i	8	-16%	-8%	-4%	3	0%	3%	6%
COc1ccc(Nc2ccc3c(c2)=NC2(CCCCC2)[N+]=3[O-])cc1	i	10	6.9µM*	8.2µM*	2%	7	4%	17%	/
CCCC1(C(=O)OCC)NC(c2cc(OC)c(OC)c(OC)c2)C2C(=O)N(CC)C(=O)C21 (configuration not stated)	i	4	-2%	-1%	-1%	15	-3%	5%	3%
CCOC(=O)c1cnc2cc3c(cn2c1=O)CCCC3	/	16	-14%	-1%	13%	5	-5%	6%	6%
Cc1cc(=O)n2c(n1)OC(CO)C2 (configuration not stated)	i	11	3%	-2%	14%	5	-5%	7%	10%
CCn1c(=O)cc(SCC(=O)NCCCN2CCN(c3ccccc3F)CC2)c2ccccc21	i	14	-3%	17%	-8%	5	-2%	7%	-9%
Cc1nc(C)c(C(=O)NCc2ccc(Cl)cc2)o1	i	7	-10%	-5%	/	9	-5%	11%	5%
COc1ccc(CCn2c(-n3nc(C)cc3C)nc3c2c(=O)[nH]c(=O)n3C)cc1	i	9	49%	53%*	-7%	14	-7%	10%	56%*

Overlap with the part before: 4 compounds, then new ones.
SMILES	DPM-DC inhibit	PMK inhibit	HPDE-C7 cytotoxicity	HPDE-C7K KRASV12	LYP phosphatase	Spn MK inh	Bfl-1 displacement	Alkaline phosphatase	HT1080 viability	others
Cc1cc(=O)n2c(n1)OC(CO)C2 (configuration not stated)	i	11	3%	-2%	14%	5	-5%	7%	10%
CCn1c(=O)cc(SCC(=O)NCCCN2CCN(c3ccccc3F)CC2)c2ccccc21	i	14	-3%	17%	-8%	5	-2%	7%	-9%
Cc1nc(C)c(C(=O)NCc2ccc(Cl)cc2)o1	i	7	-10%	-5%	/	9	-5%	11%	5%
COc1ccc(CCn2c(-n3nc(C)cc3C)nc3c2c(=O)[nH]c(=O)n3C)cc1	i	9	49%	53%*	-7%	14	-7%	10%	56%*
CCOc1ccc(-n2c(C)nc3cc(C(=O)NCCCN4CCOCC4)ccc32)cc1	i	18	/	/	10%	7	/	/	7%
Cc1ccc(C)c(/C(O)=C2/C(=O)C(=O)N(CCN3CCOCC3)C2c2ccc(C)o2)c1 (configuration not stated)	i	9	-2%	-5%	4%	0	-2%	6%	-12%
CCC1CC(C)(C(=O)Nc2ccc(S(N)(=O)=O)cc2)OC1=O (configuration not stated)	i	16	/	/	/	12	1%	12%	-1%
COc1ccccc1NC(=O)Cc1csc(N)n1	i	14	-12%	-14%	/	/	-2%	10%	0%
CCN(c1ccc(OC)cc1)S(=O)(=O)c1ccc2c(c1)CCN2C(=O)CCC(=O)O	i	10	2%	-6%	7%	3	9%	3%	-6%	PMK inhibit pilot replicates=0.5;Spn MK inh pilot replicates=5.5;DPM-DC inhibit pilot screen %=3.0
Nc1c(Br)cc2oc(-c3ccccc3)nc2c1Br	i	10	4%	9%	-5%	7	0%	12%	-3%
C=CCN1C(=O)/C(=C2/Sc3ccccc3N2C)SC1=Nc1c(C)n[nH]c1C	i	0	-10%	-8%	10%	9	6%	13%	-3%	PMK inhibit pilot replicates=1.5;Spn MK inh pilot replicates=0.0;DPM-DC inhibit pilot screen %=0.0
COc1ccc2[nH]c(=O)c(CN(C(=O)c3ccccn3)c3ccccc3)cc2c1	/	10	-4%	-12%	-7%	13	-5%	7%	0%
CCOC(=O)c1c(C)nc2ccccn12	i	11	-4%	-5%	4%	6	-7%	2%	-14%
O=C1CC(c2ccccc2)C(C(=O)O)N1 (configuration not stated)	i	0	-6%	-1%	0%	1	-2%	2%	-1%
O=C(NCc1ccccc1)N(Cc1cc2cc3c(cc2[nH]c1=O)OCO3)CC1CCCO1 (configuration not stated)	/	6	-16%	-7%	3%	1	-5%	3%	-1%
CCOC(=O)C1=C(O)/C(=C/N(C)C)N=C1C	i	10	1%	-17%	3%	8	2%	14%	8%
Cc1ccc(-n2nc3c(c2NC(=O)c2ccc4c(c2)OCO4)CS(=O)C3)cc1 (configuration not stated)	i	15	1%	7%	10%	12	-9%	10%	17%
CC(=O)c1cc(CN2CCCCC2)cc(OC(C)C)c1	i	5	0%	9%	19%	7	0%	10%	0%
CC(C)c1[nH]nc2c1C(c1cccc(OC(=O)N3CCOCC3)c1)C(C#N)=C(N)O2 (configuration not stated)	i	4	-5%	-7%	4%	0	-14%	11%	17%
CC(C)CCNC(=O)c1cnn2c(C(F)(F)F)cc(-c3ccco3)nc12	i	14	-5%	-10%	9%	2	-11%	14%	3%
O=C(c1ccc2c(c1)OCCCO2)c1cccs1	i	16	0%	7%	/	8	0%	11%	0%
CC(=O)c1c(C)[nH]c(C(=O)N2CCCCCC2)c1C	i	6	-7%	-6%	18%	4	-6%	5%	-1%
COC(=O)C1=C(C)N(CCc2ccc(OC)cc2)C(=O)C1	i	0	12%	12%	0%	6	-4%	-9%	-1%
O=C(NCc1ccco1)Nc1ccc2snnc2c1	i	0	-17%	-16%	2%	7	-1%	8%	0%
Cc1ccc2c(c1)C(c1ccccc1)N(C(=O)c1ccc(Br)o1)CC(=O)N2 (configuration not stated)	i	7	-19%	-14%	13%	0	1%	-5%	4%
O=C1c2ccccc2C(=O)N1CCc1nc(-c2cccnc2)no1	i	6	5%	-7%	5%	7	-11%	8%	0%
CCOc1ccc(C(=O)Cc2ccc3oc(C(=O)O)cc3c2)c(O)c1	i	0	7%	16%	9%	4	6%	13%	-9%	PMK inhibit pilot replicates=4.5;Spn MK inh pilot replicates=3.0;DPM-DC inhibit pilot screen %=3.0
